Source: PubChem (National Center for Advancing Translational Sciences (NCATS))
Luciferase inh = firefly luciferase inhibition; AID 411; P08659; Potency, µM (top dose mostly 57.1 µM), without a hit: at the highest dose activity change, negative = inhibition, hits mostly inhibitors; actives 2.2% (n = 72,000); purified firefly luciferase, luminescence, 8 min; also: potency is read from the fitted curve at half-maximal effect; % is scaled to controls: 0 for no effect and ±100 for the full control effect; nearly all actives have a fitted effect of over 40% in size
Target sequence (P08659 whole entry, looked up): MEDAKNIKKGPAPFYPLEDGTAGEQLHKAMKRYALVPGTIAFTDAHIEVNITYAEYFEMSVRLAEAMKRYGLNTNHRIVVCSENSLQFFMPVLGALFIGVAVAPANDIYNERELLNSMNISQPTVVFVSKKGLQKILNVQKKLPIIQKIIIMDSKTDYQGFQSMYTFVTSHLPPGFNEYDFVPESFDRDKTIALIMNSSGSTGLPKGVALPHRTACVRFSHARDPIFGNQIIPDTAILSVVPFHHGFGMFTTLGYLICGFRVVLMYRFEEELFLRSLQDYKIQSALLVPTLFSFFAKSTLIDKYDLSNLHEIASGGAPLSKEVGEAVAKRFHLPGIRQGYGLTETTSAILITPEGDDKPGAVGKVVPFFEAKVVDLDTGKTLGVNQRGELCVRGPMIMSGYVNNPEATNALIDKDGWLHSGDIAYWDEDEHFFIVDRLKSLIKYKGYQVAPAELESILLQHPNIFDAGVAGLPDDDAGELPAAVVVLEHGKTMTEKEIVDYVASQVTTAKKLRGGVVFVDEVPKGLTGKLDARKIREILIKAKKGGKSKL
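Titration-based qHTS; buffer 50 mM imidazole pH 7.2, 50 mM KCl, 7 mM MgCl2, 10 uM ATP, 0.01% Tween 20, 0.05% BSA; luciferase/luciferin detector mix added after compound; 8 min, ambient; luminescence.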
4-MU autofl = compounds fluorescent in 4-MU spectral region | max dye-equivalent concentration, M | compound autofluorescence, 340/450 nm, 4-MU equivalents; hits give high values | AID 589 | actives 11% (n = 59,000); in the data active = max dye-equivalent concentration above about 10 nM; inconclusive = mostly about 1.1 nM to 9.6 nM
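Intrinsic fluorescence at 340/450 nm (ex/em) was read after 15 min at room temperature in pH 8.0, 100 mM Tris. Each compound concentration expressed as 4-MU-equivalent concentration from a six-point 4-MU standard series on each plate.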
Fluorescein fluor = compound fluoresces in the fluorescein spectral region; Compound autofluorescence, 480/540 nm, fluorescein-equivalent; hits give high values; max fluorescein-equivalent concentration, M; actives 0.91% (n = 59,000); AID 593; in the data active = max fluorescein-equivalent concentration above about 10 nM; inconclusive = between about 1.1 nM and that limit
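Tris 100 mM pH 8.0; 15 min RT; CCD read, ex 480/em 540 nm. Output: fluorescein-equivalent concentration per compound concentration, from six-point dye series on each plate.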
Rhodamine autofl = rhodamine region autofluorescence. Rhodamine-region fluorescence, 547/598 nm, Tris buffer; hits give high values. max dye-equivalent concentration, M. AID 594. actives 0.05% (n = 59,000); in the data active = max dye-equivalent concentration above about 11 nM; inconclusive = between about 1.1 nM and that limit
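Read-out is relative fluorescence at 547 nm excitation and 598 nm emission, expressed as dye-equivalent concentration using rhodamine standards on every plate. Each compound was profiled across a concentration series after 15 min in 100 mM Tris, pH 8.0.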
A350 fluor = A350 region autofluorescence | Compound autofluorescence, 340/450 nm, Alexa 350 dye-equivalents; hits give high values | max dye-equivalent concentration, M | AID 590 | actives 11% (n = 59,000); in the data active = max dye-equivalent concentration above about 10 nM; inconclusive = mostly about 1.1 nM to 9.6 nM
Casp7 inh = caspase-7 (human) inhibition, allosteric or competitive; recombinant caspase-7, Ac-DEVD-AFC fluorescence rate; actives 0.02% (n = 75,000); AID 889; Potency, µM (top dose mostly 57.5 µM), for the others: at the top dose activity change, negative = inhibition, actives largely listed as inhibitors; P55210; active = well fitted inhibition curve with a large enough effect in the main read-out, with a control signal flat, not every such curve was filed as active; inconclusive = small, poorly fitted or top-dose-only effect, or a change in a side signal; also: potency is read from the fitted curve at half-maximal effect; % of control where 0% means no effect
Tau filament bind = binders of human tau filaments. P10636. recombinant tau filaments, thioflavin S fluorescence, 15 h; filaments grown with octadecylsulfate alongside compound. Potency, µM (series often up to 57.1 µM), for inactives: at the top dose activity change, negative = inhibition. actives 2% (n = 71,000). AID 596;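 also: potency is read from the fitted curve at half-maximal effect; % is scaled to controls: 0 for no effect and ±100 for the full control effect; actives lower thioflavin S fluorescence by blocking filaments or displacing dye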
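His-tagged recombinant human tau (exons 2, 3 and 10 included), 1 uM, was induced to fibrillize by 30 uM sodium octadecylsulfate with compound present. After 15 h at 37 C, thioflavine S fluorescence (ex 450, em 510 nm) was read.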
TexasRed autofl = Texas Red region autofluorescence | Compound fluorescence, Texas Red channel, 547/618 nm; hits give high values | AID 587 | actives 0.06% (n = 59,000) | max dye-equivalent concentration, M; in the data active = max dye-equivalent concentration above about 10 nM; inconclusive = between about 1.1 nM and that limit
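Compound titrations in 100 mM Tris pH 8.0 were incubated 15 min at room temperature and read at 547 nm excitation / 618 nm emission. Texas Red six-point standard curve on each plate converted fluorescence to dye-equivalent concentration.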
HEK293 cAMP ctrl = raises cAMP in parental HEK293 cells, TSHR agonist counter-screen; parental HEK293 CNG cAMP sensor, membrane potential fluorescence; Potency, µM (doses to about 57.1 µM), inactives show top-dose activation, actives largely listed as activators; actives 2.5% (n = 73,000); also: potency is read from the fitted curve at half-maximal effect; % of control where 0% means no effect; nearly all actives have a fitted effect of over 55% in size
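Counterscreen for endogenous-receptor signalling: CNG-channel HEK 293 cells report cAMP rise by membrane depolarization. After 60 min dye equilibration with 100 uM RO 20-1724, compounds incubated 30 min before bottom-read fluorescence at 590 nm.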
Caspase-1 inhib = blocks human caspase-1 allosterically or competitively | P29466 | Caspase-1 enzyme, Ac-WEHD-AFC fluorogenic rate | Potency, µM (series often up to 57.5 µM), for the others: at the top dose activity change, negative = inhibition, hits mostly inhibitors | actives 0.03% (n = 75,000);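 also: potency is read from the fitted curve at half-maximal effect; plate controls were vehicle for no effect and no substrate for full effect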
Target sequence (P29466 120-297 limits assumed): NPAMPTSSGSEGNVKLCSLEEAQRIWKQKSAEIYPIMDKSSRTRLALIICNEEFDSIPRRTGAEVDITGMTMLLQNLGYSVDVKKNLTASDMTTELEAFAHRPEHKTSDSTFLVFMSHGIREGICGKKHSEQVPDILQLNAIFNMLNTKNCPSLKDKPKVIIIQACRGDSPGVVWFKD
Target sequence (P29466 317-404 limits assumed): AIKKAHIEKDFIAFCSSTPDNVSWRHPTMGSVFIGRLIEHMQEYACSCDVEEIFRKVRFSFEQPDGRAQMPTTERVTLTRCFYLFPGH
ERK AVP block = vasopressin-driven ERK pathway inhibition; Potency, µM (doses to about 57.5 µM), inactives show at the highest dose activity, negative = inhibition, usual class: inhibitors; AID 995; actives 0.99% (n = 72,000); HEK293-V1b, vasopressin-stimulated pERK AlphaScreen; also: potency is read from the fitted curve at half-maximal effect; % is scaled to controls: 0 for no effect and ±100 for the full control effect; nearly all actives have a fitted effect of over 55% in size
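V1b-HEK293 cells; cpd 30 min 37C; 25 nM vasopressin 5 min; lyse 10 min; AlphaScreen beads 5 hr RT. Normalized to DMSO basal and 25 nM vasopressin; AC50 by Hill fit.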
* marks the source's active call; other numbers are inactive results; i = inactive; ? = inconclusive; · = not tested or not shown; [ ] = remark or other dose. Unless noted, calls follow the shape of the dose curve; as a rule, active = well fitted curve in the direction sought with a large enough effect; inconclusive = small, poorly fitted or top-dose-only effect, or another doubt; inactive = no such curve, though single readings can be large; an effect the other way counts as inactive or inconclusive. Only part of the results is shown; rates above refer to the full screens.

No.	mol	Luciferase inh	4-MU autofl	Fluorescein fluor	Rhodamine autofl	A350 fluor	Casp7 inh
1	CC12CN3CC(C)(CN(C1)C3c1ccc(Cl)cc1Cl)C2O (stereo not given)	1%[25.5 µM]	i	i	i	i	·
2	COC(=O)c1ccccc1NC(=O)CSc1ccccc1	-3%	·	·	·	·	0%
3	Nn1c(SCC(=O)Nc2cccc(F)c2)nnc1C1CCCCC1	3%	i	i	i	?	0%
4	COc1ccc(C(CC(=O)O)NC(=O)COc2ccccc2)cc1 (stereo not given)	3%	i	i	i	i	1%
5	CCOc1ccc(NC(=O)CN(c2cc(C)cc(C)c2)S(=O)(=O)c2c(C)noc2C)cc1	2%	·	·	·	·	-3%
6	CC(C)(C)NS(=O)(=O)c1ccc(NS(=O)(=O)c2ccc(F)cc2)cc1	0%	·	·	·	·	0%
7	N[C@@H](C(=O)O)[C@H](O)C(=O)O	-2%	i	?	i	i	·
8	COc1cccc(CN2C(=O)CCC2(C)C(=O)NC2CCCCCC2)c1 (stereo not given)	1%	i	?	i	i	0%
9	COc1nnc(-c2ccc(C)c(S(=O)(=O)NCCO)c2)c2ccccc12	1%	·	·	·	·	1%
10	O=C(CSc1nnc(CNc2ccc(Cl)cc2)o1)Nc1nc2ccccc2s1	1%	i	i	i	i	-1%
11	O=C(Nc1ccccc1N1CCOCC1)c1ccc(Br)o1	-1%	i	i	i	i	0%
12	COc1ccc(CCNC(=O)C2CCN(S(=O)(=O)N3CCOCC3)CC2)cc1OC	1%	i	i	i	i	1%

No.	Tau filament bind	TexasRed autofl	HEK293 cAMP ctrl	Caspase-1 inhib	ERK AVP block
1	·	i	·	·	·
2	4%[11.4 µM]	·	28%[11.4 µM]	0%	-7%
3	-4%	i	9%	-3%	6%
4	12%	i	16%	0%	19%
5	74%	·	7%	-3%	-3%
6	-5%[11.4 µM]	·	2%[11.4 µM]	-3%	?
7	-5%	?	2%	·	·
8	-2%	i	10%	1%	20%
9	-3%	·	18%	-2%	-7%
10	35%	i	-7%	-2%	-8%
11	1%	i	?	0%	-4%
12	2%	i	9%	0%	13%

The list continues.
No.	mol	Luciferase inh	4-MU autofl	Fluorescein fluor	Rhodamine autofl	A350 fluor	Casp7 inh
13	CCCCC(C(=O)O)C(C)CC(=O)Nc1cccc(C(=O)O)c1 (stereo not given)	2%[25.5 µM]	i	i	i	i	·
14	CCOC(=O)NC(=O)CSc1nc2ccc(OCC)cc2[nH]1	-1%	i	i	i	i	-1%
15	Cc1nc2ccc(N3C(=O)CCC3=O)cc2[nH]1	0%	·	·	·	·	1%
16	COC(=O)c1ccc(OCC(O)CN2C(=O)NC(C)(C)C2=O)cc1 (stereo not given)	3%	·	·	·	·	0%
17	Cc1nc(SCC(=O)c2c(C)[nH]c3ccccc23)c2c(=O)n(C)c(=O)n(CC(C)C)c2n1	0%	i	?	i	i	-1%
18	COc1cccc(OC)c1/C(O)=C(\C#N)c1nc2ccccc2[nH]1	1%	i	i	i	i	-5%
19	N#Cc1cc(N)c(Nc2ccccc2)cc1C#N	1%	?	?	i	?	-1%
20	Cc1ccc(C2c3sc(=O)[nH]c3SC3C(=O)NC(=O)C32)cc1 (stereo not given)	-3%	i	1.2e-08M*	i	i	-3%
21	CCCN1Cc2cccc(C(=O)Nc3ccc(CN4CCCC4)cc3)c2C1=O	20µM*	i	i	i	i	1%
22	Cc1cc(C)c(NC(=O)c2ccc(S(=O)(=O)N(C)C)cc2)c(C)n1	-1%	i	i	i	i	-1%
23	Cc1ccc(C)c(C(=O)NC2CC(C)(C)NC(C)(C)C2)c1	1%	1.4e-06M*	i	i	1.4e-06M*	1%
24	CCOC(=O)c1c(C)n(OCc2ccccc2)c2ccc3c(no[n+]3[O-])c12	-4%	·	·	·	·	-2%

No.	Tau filament bind	TexasRed autofl	HEK293 cAMP ctrl	Caspase-1 inhib	ERK AVP block
13	·	?	·	·	·
14	-8%	i	2%	0%	?
15	-12%	·	4%	-1%	-1%
16	-7%	·	-1%	-1%	-13%
17	-6%	?	4%	2%	-2%
18	9%	i	1%	-9%	15%
19	-6%	?	-24%	-1%	2%
20	13%	i	-10%	-2%	0%
21	41%	i	?	0%	26%
22	4%	i	1%	0%	-18%
23	-8%	i	0%	-6%	0%
24	135%	·	?	-3%	?

(listing goes on)
No.	mol	Luciferase inh	4-MU autofl	Fluorescein fluor	Rhodamine autofl	A350 fluor	Casp7 inh
25	CCn1ccnc1C(O)c1ccc(N(C)C)cc1 (stereo not given)	0%	i	i	i	i	-3%
26	Cc1cc(C)nc(NS(=O)(=O)c2ccc(NC(=O)C3CC(=O)N(c4ccccc4)C3)cc2)n1 (stereo not given)	-1%	·	·	·	·	0%
27	CCOc1cc(-c2nc3ccccn3c2NCC2CCCO2)ccc1O (stereo not given)	-2%	2.4e-07M*	i	i	2.8e-07M*	-26%
28	C1CCC(c2nn3c(-c4n[nH]c5c4CCC5)nnc3s2)CC1	1%	i	i	i	i	-11%
29	CC(C)Oc1ccc(C(=O)N2CCCC2C(=O)O)cc1 (stereo not given)	2%	i	i	i	i	0%
30	CCOc1ccc(-c2[nH]ncc2-c2ccc(OC)c(OC)c2)c(O)c1	-1%	i	i	i	i	0%
31	COc1ccc(C(=O)NC(C)c2nc3ccccc3[nH]2)cc1OC (stereo not given)	6%	i	i	i	i	1%
32	Cc1ccc(C)c2[nH]c(=O)c(CN(CCN3CCCC3)C(=O)Nc3ccc(F)cc3)cc12	-7%	i	?	i	?	-7%
33	CN1CCN(S(=O)(=O)c2cccc(C(=O)N(c3ccccn3)C3CCCCC3)c2)CC1	-31%	i	?	i	i	-2%
34	Cc1noc(C)c1CSCC(=O)N1CCN(c2ccc(F)cc2)CC1	1%	i	?	i	i	-6%
35	CCC(C)Sc1nc2c([nH]c3ccccc32)c(=O)n1C (stereo not given)	2%	·	·	·	·	0%
36	Cc1cc(C)n(S(=O)(=O)/C=C/c2ccccc2)n1	1%[25.5 µM]	i	?	i	i	·

No.	Tau filament bind	TexasRed autofl	HEK293 cAMP ctrl	Caspase-1 inhib	ERK AVP block
25	0%	i	13%	1%	-8%
26	9%[11.4 µM]	·	4%[11.4 µM]	1%	-15%
27	0%	i	-4%	?	?
28	13%	?	32µM*	-2%	?
29	2%	i	12%	-2%	-6%
30	-2%	i	-3%	-2%	-28%
31	1%	i	5%	2%	4%
32	43%	i	?	-3%	8%
33	-2%	?	3%	0%	8%
34	i	i	?	-3%	14%
35	172%	·	-2%	-1%	·
36	·	i	·	·	·

Remaining list, next part:
No.	mol	Luciferase inh	4-MU autofl	Fluorescein fluor	Rhodamine autofl	A350 fluor	Casp7 inh
37	CCn1c(COc2ccccc2C)nnc1SCC(=O)NCc1ccccc1	0%	i	?	i	i	0%
38	COc1ccc(-n2nc(C(=O)NCc3ccco3)c3c4ccccc4n(C)c3c2=O)cc1	2%	1.5e-08M*	i	i	1.6e-08M*	1%
39	Cc1cc(Cc2cc(C)cc(C(C)(C)C)c2O)c(O)c(Cc2cc(C)cc(C(C)(C)C)c2O)c1	4%[11.4 µM]	i	i	i	i	-2%[11.5 µM]
40	CC(C(=O)N=c1sc2ccccc2n1C)N1C(=O)C2CC=CCC2C1=O (stereo not given)	-2%	i	i	i	i	-3%
41	Cc1ccc(-c2noc(CN(C(=O)c3cccc(Br)c3)C(C)C)n2)cc1	1%	·	·	·	·	-2%

No.	Tau filament bind	TexasRed autofl	HEK293 cAMP ctrl	Caspase-1 inhib	ERK AVP block
37	5%	i	18%	-1%	-4%
38	27%	i	10µM*	-4%	4%
39	-15%[11.4 µM]	i	2%[11.4 µM]	2%[11.5 µM]	8%[11.5 µM]
40	-1%	i	-1%	-1%	8%
41	5%	·	4%	-5%	1%

Record cards, from the list above. Screens in order: Luciferase inh | 4-MU autofl | Fluorescein fluor | Rhodamine autofl | A350 fluor | Casp7 inh | Tau filament bind | TexasRed autofl | HEK293 cAMP ctrl | Caspase-1 inhib | ERK AVP block
`Cc1ccc(-c2noc(CN(C(=O)c3cccc(Br)c3)C(C)C)n2)cc1` in the list: 1% | · | · | · | · | -2% | 5% | · | 4% | -5% | 1%
`COc1ccc(-n2nc(C(=O)NCc3ccco3)c3c4ccccc4n(C)c3c2=O)cc1` in the list: 2% | 1.5e-08M* | i | i | 1.6e-08M* | 1% | 27% | i | 10µM* | -4% | 4%
`CCn1c(COc2ccccc2C)nnc1SCC(=O)NCc1ccccc1` in the list: 0% | i | ? | i | i | 0% | 5% | i | 18% | -1% | -4%

Single entries from the list:
#38 | ERK AVP block = 4%
#40 | Tau filament bind = -1%
#39 | Casp7 inh = -2%[11.5 µM]

4-MU autofl: hit marks shown above.
item	molecule	Luciferase inh	4-MU autofl	Fluorescein fluor	Rhodamine autofl	A350 fluor	Casp7 inh	Tau filament bind	TexasRed autofl	Caspase-1 inhib
23	Cc1ccc(C)c(C(=O)NC2CC(C)(C)NC(C)(C)C2)c1	1%	1.4e-06M*	i	i	1.4e-06M*	1%	-8%	i	-6%
27	CCOc1cc(-c2nc3ccccn3c2NCC2CCCO2)ccc1O (stereo not given)	-2%	2.4e-07M*	i	i	2.8e-07M*	-26%	0%	i	?
38	COc1ccc(-n2nc(C(=O)NCc3ccco3)c3c4ccccc4n(C)c3c2=O)cc1	2%	1.5e-08M*	i	i	1.6e-08M*	1%	27%	i	-4%
